Assay outcomes from PubChem BioAssay.
EphB4 ephrin blk – EphB4-ephrin-B2 interaction antagonism | EphB4 LBD / TNYL-RAW-Alexa532 peptide, fluorescence polarization | inhibition, % at 7 µM | P54760 | AID 720 | 97,000 tested, 0.15% active;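 active = inhibition above the screen-wide mean inhibition plus 3 SD, cut at about 15% in these data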;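 also: 0% = DMSO wells and 100% = excess unlabeled TNYL-RAW peptide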
PLAP activator – activators of human placental alkaline phosphatase; P05187; purified PLAP enzyme, luminescent substrate read-out; active compounds read high; activation fold at 20 µM; 96,000 tested, 1.2% active; AID 696; in the data active = activation fold above about 2
CYP2C19 inhib – human CYP2C19 inhibition; CYP2C19 Supersomes, luciferin-H EGE luminescence, 30 min; inhibition, % at 5 µM; 96,000 tested, 21% active; P33261;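 active = CYP2C19 inhibition above a set limit at 5 µM in the primary screen, cut at about 50% in these data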;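 also: plate controls were negative control wells for no effect and 2.5 mM tranylcypromine positive control for full effect; values of inactives mirror those of a sister screen read the other way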
Target sequence (P33261 whole entry, looked up): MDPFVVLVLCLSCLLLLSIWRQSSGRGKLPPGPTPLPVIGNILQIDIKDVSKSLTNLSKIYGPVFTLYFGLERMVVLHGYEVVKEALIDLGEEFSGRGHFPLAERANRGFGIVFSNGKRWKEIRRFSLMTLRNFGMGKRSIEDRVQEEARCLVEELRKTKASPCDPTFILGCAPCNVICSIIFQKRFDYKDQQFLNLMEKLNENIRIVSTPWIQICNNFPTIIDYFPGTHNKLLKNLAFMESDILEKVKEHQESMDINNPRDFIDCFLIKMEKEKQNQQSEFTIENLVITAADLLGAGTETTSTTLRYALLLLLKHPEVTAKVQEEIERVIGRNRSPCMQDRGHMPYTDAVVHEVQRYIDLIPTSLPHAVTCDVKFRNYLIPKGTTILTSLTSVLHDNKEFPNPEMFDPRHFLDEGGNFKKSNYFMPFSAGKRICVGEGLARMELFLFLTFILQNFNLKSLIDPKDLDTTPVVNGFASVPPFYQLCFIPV
PLK1 kinase inh – PLK1 (human) kinase inhibition. 97,000 tested, 0.53% active. inhibition, % at 10 µM. recombinant PLK1 kinase, TR-FRET peptide phosphorylation. AID 619. P53350;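 active = inhibition of 50% or more in the single-concentration screen; inactive = inhibition below 50%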;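 also: 0% = DMSO max control and 100% = H-89 dihydrochloride min control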
CYP2C9 inhib – inhibitors of human CYP2C9. P11712. inhibition, % at 5 µM. 96,000 tested, 20% active. AID 777. CYP2C9 Supersomes, luciferin-H conversion, luminescence;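 active = blocking of liver enzyme CYP2C9 beyond about 50% at 5 µM, limit read from the data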; also: values of inactives mirror those of a sister screen read the other way
Target sequence (P11712 whole entry, looked up): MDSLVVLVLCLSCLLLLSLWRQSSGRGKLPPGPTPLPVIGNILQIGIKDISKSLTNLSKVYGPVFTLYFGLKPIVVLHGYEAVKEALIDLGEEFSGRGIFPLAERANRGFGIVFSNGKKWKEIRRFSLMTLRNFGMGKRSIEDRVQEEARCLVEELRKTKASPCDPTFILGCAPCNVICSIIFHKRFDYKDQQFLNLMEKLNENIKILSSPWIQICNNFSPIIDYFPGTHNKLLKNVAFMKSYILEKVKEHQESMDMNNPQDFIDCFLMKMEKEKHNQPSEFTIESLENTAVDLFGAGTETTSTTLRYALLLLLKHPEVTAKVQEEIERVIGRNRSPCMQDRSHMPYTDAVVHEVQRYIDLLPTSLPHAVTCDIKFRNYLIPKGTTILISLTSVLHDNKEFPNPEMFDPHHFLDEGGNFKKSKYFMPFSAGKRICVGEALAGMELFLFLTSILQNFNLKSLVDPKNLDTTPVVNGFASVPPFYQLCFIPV
PLK1 PBD inh – Plk1 (human) PBD binding inhibition; P53350; Plk1 PBD phosphopeptide binding, fluorescence polarization; inhibition, %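 (tested at about 20 µM)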; 97,000 tested, 0.13% active; in the data active = inhibition above about 34%, passing the limit was not always enough
Rev-RRE block – disrupts HIV-1 Rev binding to RRE RNA. P05866. Rev peptide-RRE RNA binding, FRET. inhibition, % at 8 µM. 97,000 tested, 0.79% active. AID 704;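 active = inhibition above the screen-wide mean plus 3 SD, cut at about 35% in these data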;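 also: 0% = median DMSO wells and 100% = median Neomycin B control wells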
Target sequence (P05866 whole entry, looked up): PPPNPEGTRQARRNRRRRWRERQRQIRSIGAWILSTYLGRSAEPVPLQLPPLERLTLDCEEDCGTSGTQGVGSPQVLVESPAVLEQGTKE
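System: Cy5-labelled duplex RRE RNA binding fluorescein-labelled HIV Rev peptide; Signal: fluorescein-to-Cy5 FRET, 480 nm excitation; Also added: labelled Rev peptide; Compound: one concentration, 8 µM nominal; Buffer or medium: HEPES pH 7.5 salt buffer with EDTA; Read-out: % inhibition of FRET ratio versus controls; Schedule: 5 min preincubation and 15 min binding, 25 °C.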
CYP2C9 act – activators of human CYP2C9 | recombinant CYP2C9, luciferin-H conversion, luminescence; active compounds read high; factor 1 = untreated enzyme, 0 = blocked | activation factor at 5 µM | 96,000 tested, 1.4% active | AID 1024;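 active = activation factor of 2 or more for CYP2C9 at a 5 µM dose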;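 also: 0 = sulfaphenazole-blocked wells and 1 = vehicle-only wells; values of inactives mirror those of a sister screen read the other way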
CYP2C19 activ – activators of human cytochrome P450 2C19; P33261; recombinant CYP2C19, luciferin-H EGE luminescence; active compounds read high; 0 = fully inhibited enzyme, 1 = untreated enzyme; activation factor at 5 µM; 96,000 tested, under 10 active;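 active = activation factor of at least 2 at 5 µM in the primary screen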;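 also: 0 = wells with 2.5 mM tranylcypromine and 1 = vehicle-only wells; values of inactives mirror those of a sister screen read the other way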
* marks the source's active call; other numbers are inactive results; . = no result given.

Preview, 2 compounds:
SMILES | EphB4 ephrin blk | PLAP activator | CYP2C19 inhib | PLK1 kinase inh | CYP2C9 inhib | PLK1 PBD inh | Rev-RRE block | CYP2C9 act | CYP2C19 activ
COc1cc(C2C(C#N)=C(N)N(c3cccnc3)C3=C2C(=O)CC(C)(C)C3)ccc1O (stereo unspecified) | -4.1 | 1.1 | -9.1 | 2.4 | 8.8 | -11.2 | 5.0 | 0.9 | 1.1
O=C(NCCCN=C1NS(=O)(=O)c2ccccc21)c1ccco1 | 4.6 | . | . | -9.6 | . | 5.6 | 11.8 | . | .

The list itself, previewed entries included:
SMILES | EphB4 ephrin blk | PLAP activator | CYP2C19 inhib | PLK1 kinase inh | CYP2C9 inhib | PLK1 PBD inh | Rev-RRE block | CYP2C9 act | CYP2C19 activ
COc1cc(C2C(C#N)=C(N)N(c3cccnc3)C3=C2C(=O)CC(C)(C)C3)ccc1O (stereo unspecified) | -4.1 | 1.1 | -9.1 | 2.4 | 8.8 | -11.2 | 5.0 | 0.9 | 1.1
O=C(NCCCN=C1NS(=O)(=O)c2ccccc21)c1ccco1 | 4.6 | . | . | -9.6 | . | 5.6 | 11.8 | . | .
COc1ccccc1C(=O)N1CCNC(=O)C1CC(=O)Nc1ccc(Cl)cc1 (stereo unspecified) | 5.3 | 1.3 | 12.1 | -13.2 | 27.9 | -22.7 | 3.1 | 0.7 | 0.9
O=S(=O)(O)c1nc2ccccc2n1Cc1ccccc1 | -4.5 | 1 | 21.4 | 16.3 | 3.5 | -23.4 | 3.7 | 1 | 0.8
O=C(NCCCCc1ccccc1)C1CC(c2ccc([N+](=O)[O-])cc2)=NO1 (stereo unspecified) | 1.7 | 0.8 | 9.5 | -0.5 | 14.2 | -14.1 | 4.6 | 0.9 | 0.9
CCOC(=O)C1CCCN(CCC(=O)Nc2ccccc2)C1 (stereo unspecified) | -3.5 | 0.8 | 14.5 | -7.9 | 7.6 | -1.2 | 3.5 | 0.9 | 0.9
COc1nc(NCc2ccco2)nc(N2CCC(C)CC2)n1 | -3.9 | 0.9 | 9.8 | -3.5 | -49.2 | 0.8 | 3.6 | 1.5 | 0.9
Cc1oc(-c2ccccc2F)nc1CS(=O)(=O)CC(=O)NCCCc1ccccc1 | . | 1.3 | 6.2 | . | 15.1 | . | . | 0.8 | 0.9
CCNC(=S)NNC(=O)c1csc2c1CCC(C)C2 (stereo unspecified) | 4.3 | 1.4 | 41.1 | -7.4 | -22.0 | -1.4 | 1.6 | 1.2 | 0.6
CCOC(=O)C1=C(O)CSC1=Nc1cccc(Cl)c1 | -8.1 | 1 | 9.1 | -2.9 | 9.0 | -2.5 | -0.8 | 0.9 | 0.9
OC(c1cccs1)(c1cccs1)C1C[N+]2(CF)CCC1CC2 (stereo unspecified) | -1.6 | 0.7 | 5.2 | -0.4 | -6.6 | -33.8 | 3.1 | 1.1 | 0.9
COc1ccc(N2C(=O)C3C4C=CC(C5CC45)C3C2=O)c([N+](=O)[O-])c1 (stereo unspecified) | -3.9 | 1.1 | 37.5 | -10.7 | -102.2 | 9.6 | -5.4 | 2* | 0.6
COc1cc2c(cc1OC)CN(C(=O)NS(=O)(=O)c1ccc(C)cc1)CC2 | 5.2 | 1.2 | 15.1 | -16.1 | 25.6 | -9.3 | 9.2 | 0.7 | 0.8
COc1cc(C(=O)Nc2ccc(S(=O)(=O)N3CCCCC3C)cc2)cc(OC)c1OC (stereo unspecified) | -2.7 | 1 | 6.4 | -3.6 | 38.5 | -11.0 | 6.0 | 0.6 | 0.9
CCC1Oc2ccc(C)cc2N(CC(=O)N(Cc2ccc(C)o2)C2CCCC2)C1=O (stereo unspecified) | 4.1 | . | . | -4.2 | . | -2.7 | 1.1 | . | .
CC1(C)CC(=O)C(CC(=O)Nc2ccc(S(N)(=O)=O)cc2)=C(O)C1 | 3.0 | . | . | -1.9 | . | 7.3 | 7.6 | . | .
O=C(O)COc1c(-c2ccccc2)oc2ccccc2c1=O | 6.5 | 1 | 8.2 | -9.3 | -11.3 | -6.5 | 5.8 | 1.1 | 0.9
COc1ccc(C2=C(Nc3ccc(F)cc3)c3ccccc3C2=O)cc1 | -4.0 | . | . | 5.1 | . | -1.6 | 2.4 | . | .
Cc1oc(-c2ccccc2F)nc1CS(=O)(=O)CC(=O)NCCCN(C)C1CCCCC1 | 2.3 | 1.7 | -10.6 | 0.5 | -10.6 | -7.1 | 4.1 | 1.1 | 1.1
CCCSc1nc2c(c(=O)n1-c1ccc(OCC)cc1)SCC2 | . | 1 | -8.3 | . | -12.5 | . | . | 1.1 | 1.1
O=C(Nc1cccc2c1CCCC2)C1CCN(c2nnnn2-c2ccccc2)CC1 | -11.4 | 1 | -3.0 | -9.4 | 7.8 | -32.1 | 2.3 | 0.9 | 1
COc1cccc(-c2nnc(SCc3nc4ccccc4[nH]3)n2N)c1 | 7.5 | 1.3 | 21.9 | -10.4 | -12.6 | -22.4 | 1.5 | 1.1 | 0.8
CSCC[C@H](NC(=O)C1CCN(S(=O)(=O)c2ccc(C)cc2)CC1)C(=O)NCC1CCCO1 (stereo partly specified) | -2.4 | 1.5 | 8.4 | -7.9 | 25.9 | -15.8 | -0.2 | 0.7 | 0.9
O=S(=O)(c1ccc(-c2nc3ccccc3s2)cc1)N1CCCC1 | -0.1 | 0.9 | 13.2 | -12.2 | 76.8* | -17.6 | 1.0 | 0.2 | 0.9
O=C(CSc1nnc(CNc2ccccc2)o1)N1CCc2ccccc21 | -0.8 | 1.1 | 11.7 | -12.4 | -10.0 | -13.3 | 1.1 | 1.1 | 0.9
COc1ccc(NC(=O)c2cccc(S(=O)(=O)N3CCOCC3)c2)cn1 | -0.2 | 0.9 | 11.6 | -4.9 | 29.6 | 7.2 | 13.5 | 0.7 | 0.9
CCCCNCCOCCOc1ccc(C)cc1[N+](=O)[O-] | 5.1 | 1 | -7.6 | -0.9 | 1.0 | -27.7 | -7.1 | 1 | 1.1
O=C1CCCN1CCC1CCN(C2CC(=O)N(c3ccc(F)cc3)C2=O)CC1 (stereo unspecified) | 4.3 | 1 | 1.9 | -19.0 | -5.6 | -1.9 | 5.2 | 1.1 | 1
Nc1ccc(S(=O)(=O)Nc2ccc(S(N)(=O)=O)cc2)cc1 | -1.3 | 1.1 | 0.8 | 1.4 | 15.0 | 20.3 | 6.2 | 0.8 | 1
COC(=O)c1ccccc1NC(=O)CN1CCC(n2nnc3cc(F)ccc32)CC1 | 1.4 | 1 | 35.1 | -10.2 | 19.9 | 2.8 | 0.3 | 0.8 | 0.6
CCc1c(-c2ccccc2)nc(N)c(C#N)c1-c1cccs1 | -6.3 | 1 | 2.8 | -8.0 | 21.7 | 6.9 | 6.0 | 0.8 | 1
CC(C)(C)c1ccc(C(=O)N2CCC(C(=O)NCc3ccco3)CC2)cc1 | 2.3 | . | . | -14.3 | . | -13.0 | 1.5 | . | .
CCOC(=O)c1c(OCC)[nH]c2c1cc(O)c1ccccc12 | -2.8 | 1 | 29.6 | -5.1 | 46.1 | -1.6 | -0.5 | 0.5 | 0.7
O=S(=O)(c1ccc(S(=O)(=O)N2CCN(Cc3ccccc3)CC2)cc1)N1CCOCC1 | 9.8 | 0.9 | -3.2 | -2.8 | 6.3 | 9.6 | 5.2 | 0.9 | 1
O=C(NCc1cccnc1)c1ccc(Cl)cc1[N+](=O)[O-] | -9.0 | 0.8 | 44.2 | -4.9 | 9.2 | -3.7 | 3.7 | 0.9 | 0.6
Cc1c(C(=O)OCC(=O)N2CC(C)OC(C)C2)oc2ccc(Br)cc12 (stereo unspecified) | -2.5 | 1.6 | 9.1 | -12.5 | 12.0 | 10.8 | 1.2 | 0.9 | 0.9
CC1(C)Cc2ccccc2-c2nc(-c3ccccc3)oc(=O)c21 | 3.1 | 0.8 | 9.6 | -13.9 | 37.7 | -0.5 | 24.3 | 0.6 | 0.9
COc1cc(CO)cc(-c2cc(CO)cc(OC)c2OC)c1OC | 4.1 | 0.8 | 10.9 | -7.2 | 3.7 | 5.5 | 4.9 | 1 | 0.9
CCOC(=O)c1c(C)nc2c(c(SC)nn2-c2ccccc2)c1N | -0.2 | 1 | 24.4 | -7.7 | -15.5 | 12.8 | 12.4 | 1.2 | 0.8
N#Cc1nc(Cc2cccc3ccccc23)oc1NCCN1CCOCC1 | -0.1 | 1.8 | -10.8 | -9.2 | -7.6 | 0.2 | 9.3 | 1.1 | 1.1
N#CCCN(CCC#N)c1nnc(-c2ccccc2)s1 | 0.0 | 1 | 29.0 | -13.8 | 2.8 | 2.5 | 0.6 | 1 | 0.7
COc1ccc(OCC(=O)N2CCN(S(=O)(=O)c3ccc(Cl)cc3)CC2)cc1 | 3.8 | 0.8 | -4.5 | -11.8 | 8.9 | 0.0 | 11.3 | 0.9 | 1
CCSc1nc(C)cc(C)c1S(=O)(=O)c1ccccc1C | 5.4 | 1 | 41.5 | -11.6 | -45.6 | -13.6 | 12.5 | 1.5 | 0.6
CCCn1cc(C(CC(=O)O)C(=O)O)c2ccccc21 (stereo unspecified) | 0.0 | 1.3 | -15.7 | -6.8 | -22.9 | 4.0 | 5.0 | 1.2 | 1.2
O=C(CSc1ncn[nH]1)c1ccccc1 | 7.7 | 2.2* | 27.5 | 2.6 | 40.4 | 0.0 | 0.7 | 0.6 | 0.7
Cc1ccccc1-n1c(-c2cccnc2)n[nH]c1=S | -6.3 | 1 | 19.9 | 1.8 | -11.1 | 11.6 | 4.2 | 1.1 | 0.8
CC1/C(=C\c2ccc(Cl)cc2)C(=O)C2CC1C2(C)C (stereo unspecified) | 1.5 | 0.8 | 76.8* | -8.6 | 64.9* | -23.8 | 16.1 | 0.4 | 0.2
Cc1cc(/C=N/n2cnnc2)c(C)n1-c1cccc(Cl)c1 | 5.6 | 1.4 | 99.4* | -6.4 | 95.2* | -4.4 | 5.6 | 0 | 0
Cc1[nH]nc2c1C(C1CC=CCC1)C(C#N)=C(N)O2 (stereo unspecified) | 0.4 | 0.9 | 23.8 | 5.2 | 46.3 | -26.3 | 3.1 | 0.5 | 0.8
COc1ccc(C(=O)OC(C)CN2CCN(C)CC2)cc1OC (stereo unspecified) | 8.4 | 1 | -4.0 | -4.9 | -0.7 | -0.1 | 5.0 | 1 | 1
Next section
SMILES | EphB4 ephrin blk | PLAP activator | CYP2C19 inhib | PLK1 kinase inh | CYP2C9 inhib | PLK1 PBD inh | Rev-RRE block | CYP2C9 act | CYP2C19 activ
COc1cccc2c1C(=O)O/C2=C/c1ccc2c(c1)OCO2 | 2.6 | 0.8 | 62.0* | -9.7 | 54.9* | -16.2 | -0.9 | 0.5 | 0.4
CC(C)OC(=O)CC(=O)CSc1nc2c(cc1C#N)CCC2 | 6.8 | 1 | 28.0 | -8.4 | 32.2 | 2.4 | 8.9 | 0.7 | 0.7
Cc1cc(NC(c2cccnc2)c2c(C)[nH]c3ccccc23)no1 (stereo unspecified) | . | 1 | 62.5* | . | 3.6 | . | . | 1 | 0.4
CC(C)Oc1ccc(C(=O)Nc2ccc(N(C)C)cc2)cc1 | 4.5 | 1 | 3.9 | -2.8 | -20.4 | 5.9 | 3.4 | 1.2 | 1
Cc1cccc(-n2c(N)cc(=O)[nH]c2=S)c1C | 2.7 | 1 | -9.0 | -4.1 | -18.0 | -21.0 | 7.6 | 1.2 | 1.1
Cn1c2c(c(=O)n(C)c1=O)CN(CCc1ccccc1)CN2 | -0.9 | 1 | 47.5 | -1.6 | -10.5 | -15.4 | 0.6 | 1.1 | 0.5
O=C(CCCN1C(=O)c2ccccc2C1=O)NCCC1=CCCCC1 | -4.0 | 1 | 19.0 | -1.2 | 61.5* | 1.3 | -0.1 | 0.4 | 0.8
